High-throughput results deposited in PubChem by National Center for Advancing Translational Sciences (NCATS).
p53 reactivator: qHTS assay for re-activators of p53 using a Luc reporter. H1299 p53-A138V BP100-luciferase reporter, luminescence, 24 h. Potency, µM (titrated, usually from 92.2 µM), for inactives: at the highest dose activity change, positive = activation, hits mostly activators. actives 0.063% (n = 320,000). AID 504706, 2011; note: % of control where 0% means no effect; nearly all actives have a fitted effect of over 45% in size
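H1299 (p53-null), stable ts p53-A138V + BP100-Luc; 1000 cells/well, Opti-MEM/10% FBS; cpd 4 pt, 1:5; 24 h, 37 deg C, 5% CO2; detection reagent 10 min RT; luminescence.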
ELG1 genotox: qHTS screen for small molecules that induce genotoxicity in human embryonic kidney (HEK293T) cells expressing luciferase-tagged ELG1. actives 1.3% (n = 330,000). AID 504466, 2011. HEK293T ELG1-luciferase reporter, luminescence, 16 h. Potency, µM (highest dose often 46 µM), without a hit: at the top dose activity change, positive = activation, most hits filed as activators; note: % of control where 0% means no effect; nearly all actives have a fitted effect of over 60% in size
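HEK293T cells expressing luciferase-tagged ELG1 were treated with compound or DMSO for 16 hr at 37°C. Luciferase activity was then read after 30 min with ONE-Glo at room temperature; rising signal flags genetic stress.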
RORg inh: qHTS for inhibitors of ROR gamma transcriptional activity | Nuclear receptor ROR-gamma (Mus musculus), P51450 | Drosophila S2 Gal4-RORgamma UAS-luciferase reporter, 20 h | Potency, µM (highest dose often 53.6 µM), without a hit: at the highest dose activity change, negative = inhibition, actives largely listed as inhibitors | actives 5.4% (n = 310,000) | AID 2551, 2010; note: % is set by controls: 0 for no effect and ±100 for the full control effect; nearly all actives have a fitted effect of over 60% in size
Target sequence (P51450 whole entry, looked up, the tested form may be a part): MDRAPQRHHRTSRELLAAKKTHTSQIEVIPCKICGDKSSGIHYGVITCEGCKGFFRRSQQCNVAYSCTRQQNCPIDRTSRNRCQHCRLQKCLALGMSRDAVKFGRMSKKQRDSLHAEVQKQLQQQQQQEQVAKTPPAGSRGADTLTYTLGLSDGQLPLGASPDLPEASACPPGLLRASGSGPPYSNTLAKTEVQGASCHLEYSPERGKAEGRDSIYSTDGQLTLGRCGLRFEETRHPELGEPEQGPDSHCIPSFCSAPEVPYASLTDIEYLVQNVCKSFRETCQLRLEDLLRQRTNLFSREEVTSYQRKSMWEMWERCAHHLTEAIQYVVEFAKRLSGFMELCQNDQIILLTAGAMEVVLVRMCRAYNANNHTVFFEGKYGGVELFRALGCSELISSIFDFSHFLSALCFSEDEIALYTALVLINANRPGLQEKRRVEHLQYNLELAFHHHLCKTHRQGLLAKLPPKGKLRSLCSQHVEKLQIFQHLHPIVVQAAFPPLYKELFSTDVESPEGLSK
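Stable Schneider cell line, Gal4 DNA-binding domain fused to ROR gamma, UAS-luciferase. Cmpd 1 hr RT → CuSO4 700 uM final → 20 hr RT → luciferase reagent 10 min → luminescence.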
MBNL1-CUG inh: qHTS Assay for Inhibitors of MBNL1-poly(CUG) RNA binding | AID 2675, 2010 | Potency, µM (series often up to 57.5 µM), for the others: top-dose activity change, negative = inhibition, hits mostly inhibitors | TR-FRET MBNL1-His/biotin-(CUG)12 binding, 665/545 ratio | actives 0.036% (n = 280,000) | Muscleblind-like protein 1 (Homo sapiens), Q9NR56; active = well fitted inhibition curve with a large enough effect in the signal ratio, with a control signal flat, not every such curve was filed as active; inconclusive = small, poorly fitted or top-dose-only effect, or effect the other way, or a change in a side signal; inactive = no such curve, though single readings can be large or run the other way; the % refers to the signal ratio; note: % is set by controls: 0 for no effect and ±100 for the full control effect
Target sequence (Q9NR56 whole entry, looked up): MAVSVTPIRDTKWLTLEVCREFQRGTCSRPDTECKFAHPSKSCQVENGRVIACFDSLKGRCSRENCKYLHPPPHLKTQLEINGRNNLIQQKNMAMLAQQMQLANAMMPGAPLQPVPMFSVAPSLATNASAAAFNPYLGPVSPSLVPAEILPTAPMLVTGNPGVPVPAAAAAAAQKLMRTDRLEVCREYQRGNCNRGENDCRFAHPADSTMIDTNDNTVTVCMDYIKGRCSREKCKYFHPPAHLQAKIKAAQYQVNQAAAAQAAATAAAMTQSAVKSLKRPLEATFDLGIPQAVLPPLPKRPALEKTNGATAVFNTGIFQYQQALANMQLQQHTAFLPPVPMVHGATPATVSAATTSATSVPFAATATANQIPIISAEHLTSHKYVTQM
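His-tagged MBNL1 binding to biotinylated (CUG)12 RNA was measured by TR-FRET using terbium anti-His antibody (0.055 ng/ul final) and streptavidin-XL665 (5 nM final). Compounds were titrated 92 nM to 58 uM; 60 min at room temperature.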
Rab9 promoter act: qHTS Assay for Rab9 Promoter Activators | actives 2.8% (n = 320,000) | AID 485297, 2010 | Potency, µM (series often up to 9.22 µM), inactives show top-dose activation, negative = inhibition, usual class: activators | Huh7 Rab9 promoter-luciferase reporter, luminescence, 24 h; note: % of control where 0% means no effect; nearly all actives have a fitted effect of over 60% in size
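Luciferase signal after 10 min detection reagent at ambient indicates Rab9 promoter upregulation; stably transfected Huh7 cells were treated 24 h with compound in DMSO at 37 °C, 5% CO2.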
BRCA1 expr act: qHTS Assay to Identify Small Molecule Activators of BRCA1 Expression; Potency, µM (doses to about 46.1 µM), for inactives: at the top dose activation, hits mostly activators; AID 624202, 2012; MCF7-BRCA1-FFLuc reporter, luminescence, 48 h; response scale: scaled: vehicle 0%, 10 µM genistein 100%; actives 1.1% (n = 380,000); note: nearly all actives have a fitted effect of over 80% in size; some results filed as inactive show a strong effect at the top dose
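48 h compound treatment of MCF7-BRCA1-FFLuc cells (phenol-red free MEM, 37 °C), then 15 min with luciferase substrate and luminescence imaging.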
FLuc counter: qHTS profiling assay for firefly luciferase inhibitor/activator using purifed enzyme and Km concentrations of substrates (counterscreen for miR-21 project) | Luciferin 4-monooxygenase (Photinus pyralis), P08659 | purified FLuc, Km substrates, luminescence inhibition | Potency, µM (top dose mostly 57.5 µM), without a hit: top-dose activity change, negative = inhibition, actives largely listed as inhibitors | actives 6.9% (n = 360,000);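 note: plate controls were vehicle for no effect and reference inhibitor for full effect; nearly all actives have a fitted effect of over 55% in size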
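Purified P. pyralis luciferase (10nM final) with 10uM D-luciferin and 10uM ATP (Km levels) in 50mM Tris acetate pH 7.5, 10mM Mg acetate, 0.01% Tween-20, 0.05% BSA; qHTS 6-point titration, ~60 µM downward; luminescence read.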
NPC1 promoter act: qHTS Assay for NPC1 Promoter Activators | actives 2.4% (n = 320,000) | Huh7 NPC1 promoter luciferase reporter, 24 h | AID 485313, 2010 | Potency, µM (top dose mostly 9.22 µM), for the others: at the highest dose activation, hits mostly activators;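 note: % of control where 0% means no effect; nearly all actives have a fitted effect of over 60% in size; reporter is driven by a mutant NPC1 promoter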
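Huh7 cells stably carrying NPC1 promoter–luciferase, plated in Opti-MEM with 10% FBS for 2 h, were exposed to compound in DMSO for 24 h at 37 °C; luciferase reagent was added for 10 min and luminescence read.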
VP16 counter: VP16 counterscreen qHTS for inhibitors of ROR gamma transcriptional activity. Drosophila S2 Gal4-VP16 UAS-luciferase, luminescence, 20 h. Potency, µM (top dose mostly 53.6 µM), inactives show at the highest dose activity, negative = inhibition, actives largely listed as inhibitors. actives 3.5% (n = 310,000). AID 2546, 2010;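 note: Gal4-VP16 expression switched on by copper sulfate through the metallothionein promoter; % is set by controls: 0 for no effect and ±100 for the full control effect; nearly all actives have a fitted effect of over 50% in size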
uPA generation: qHTS for Inhibitors of Cell Surface uPA Generation. cell surface uPA generation assay, qHTS. Potency, µM (doses to about 38.3 µM), for inactives: top-dose activity change, negative = inhibition, actives largely listed as inhibitors. actives 0.31% (n = 330,000); active = well fitted inhibition curve with a large enough effect; inconclusive = small, poorly fitted or top-dose-only effect; inactive = no such curve, though single readings can be large or run the other way; tested in mouse RAW 264.7 cells; note: % is set by controls: 0 for no effect and ±100 for the full control effect; nearly all actives have a fitted effect of over 55% in size
An asterisk follows results filed as active; ? = inconclusive; . = no result given; & = joins results of further samples; [ ] = remark or other dose. Unless noted, calls come from the whole dose curve; as a rule, active = well fitted curve in the direction sought with a large enough effect; inconclusive = small, poorly fitted or top-dose-only effect, or another doubt; inactive = no such curve, though single readings can be large; an effect the other way counts as inactive or inconclusive. Potency is the fitted concentration of half-maximal effect. An excerpt; count on the stated rates, not on these rows.

Compound	p53 reactivator	ELG1 genotox	RORg inh	MBNL1-CUG inh	Rab9 promoter act	BRCA1 expr act	FLuc counter	NPC1 promoter act	VP16 counter	uPA generation
COC(=O)C1=C(c2ccc(F)cc2F)C[C@@H]2CC[C@H]1N2C(=O)N1CCC(O)(c2ccc(Cl)cc2)CC1	4%	-9%	.	.	-6%	-21%	4%	-3%	.	?
CCCCCCC(=O)N/N=C/c1c(O)n(CCc2ccccc2)c(=O)[nH]c1=O	12%	6%	-45%	.	-8%	-21%	1%	-10%	-2%	0%
O=c1cccc2n1CC1CC2CN(S(=O)(=O)c2cc(Cl)ccc2Cl)C1 (centres undefined)	-8%	-1%	-24%	-3%	7%	-18%	3%	-3%	1%	-12%
O=C(Cn1cnc2sc3c(c2c1=O)CCCC3)NCCCC(=O)N1CCC2(CC1)OCCO2	-3%	0%	-2%	-2%	-11%	0%	-2%	-6%	15%	0%
CCOC(=O)C1CN(C)CCC1=O (centres undefined)	27%	1%	-5%	-2%	-7%	-20%	2%	2%	-3%	-8%
CC(N=Cc1c(O)n(C2CC2)c(=S)[nH]c1=O)c1ccccc1 (centres undefined)	0%	-1%	?	-7%	1%	-11%	-1%	1%	-7%	-16%
O=[N+]([O-])c1ccc(N2CCNCC2)cc1N1CCCCC1	3%	1%	-5%	?	-1%	8%	-2%	-3%	-4%	-5%
COc1cc2c(cc1OC)[C@@H]1C(=O)c3ccc4c(c3O[C@@H]1CO2)C[C@H](C(C)C)O4	4%	-7%	2%	.	-51%[inhibitor]	-51%	-2%	-49%[inhibitor]	-18%	-13%
CCC(=NCc1ccco1)c1c(O)n(C)c(=O)n(C)c1=O	-2%	-2%	36%	-3%	-2%	-18%	-3%	0%	-7%	-13%
O=C(CC1CCCCC1)N1CCC(c2nc(-c3ccc(S(=O)(=O)N4CCCC4)cc3)no2)CC1	-3%	-7%	?	18%	-10%	-69%	3%	-13%	?	10%
O=[N+]([O-])/C=C/c1c(OCc2ccccc2)ccc2ccccc12	7%	-9%	5.6µM*	0%	-38%[inhibitor]	.	?	-34%[inhibitor]	4.5µM*	.
CC(C)(C)OC(=O)NCCCC[C@H](NC(=O)c1nc[nH]c1C(=O)NC1CCN(C(=O)OC(C)(C)C)CC1)C(=O)OC(C)(C)C	-1%	-16%	11µM*	-11%	-5%	-19%	0%	-12%	?	?
CCc1cccc2c(C#N)cn(CC(=O)N3CCOCC3)c12	-2%	-15%	-11%	6%	-3%	2%	0%	-3%	-6%	-2%
CN(CCc1ccccc1)C(=O)c1ccc(NC(=O)Cc2ccc([N+](=O)[O-])cc2)cc1	1%	-6%	.	.	.	-28%	.	.	.	?
CC(=O)NC(C)Cc1ccccc1 (centres undefined)	-1%	2%	-19%	-3%	3%	3%	1%	-3%	-9%	-2%
COc1ccc2cc1Oc1ccc(cc1)C[C@H]1c3cc(c(OC)cc3CCN1C)Oc1c(O)c(OC)cc3c1[C@H](C2)N(C)CC3	1%	5%	?	-5%	-17%	-1%	0%	-8%	?	?

Taken from above.
For p53 reactivator, `O=C(CC1CCCCC1)N1CCC(c2nc(-c3ccc(S(=O)(=O)N4CCCC4)cc3)no2)CC1` reads -3%
For FLuc counter, `COc1ccc2cc1Oc1ccc(cc1)C[C@H]1c3cc(c(OC)cc3CCN1C)Oc1c(O)c(OC)cc3c1[C@H](C2)N(C)CC3` reads 0%

Continued.
Compound	p53 reactivator	ELG1 genotox	RORg inh	MBNL1-CUG inh	Rab9 promoter act	BRCA1 expr act	FLuc counter	NPC1 promoter act	VP16 counter	uPA generation
CC(=NCc1ccco1)c1c(O)n(-c2ccccc2C)c(=O)[nH]c1=O	-4%	-1%	3%	-2%	-9%	-2%	1%	-2%	-9%	-6%
CN1CCN(CC(=O)Nc2ccc([N+](=O)[O-])cc2C(=O)c2ccccc2)CC1	2%	-6%	19%	?	-2%	2%	1%	-2%	3%	-3%
O=C1NC(=O)N(Cc2ccccc2Cl)C(=O)/C1=C/N1CCOCC1	-1%	0%	-31%	2%	-7%	6%	-1%	-4%	-5%	3%
Cc1ccc(-n2c(O)c(/C=C3/C(c4ccccc4)=Nc4ccccc43)c(=O)[nH]c2=O)cc1	?	?	?	9%	-10%	-9%	?	-15%	-20%	-13%
O=C(O)C(Cl)(Cl)Cl	.	.	4%&-2%	.	.	-5%	.	.	-1%&2%	5%
CCN(CC)C(=O)c1ccc(N2C(=O)C3CC=C(Cl)CC3C2=O)cc1 (centres undefined)	4%	8%	0%	2%	14%	0%	4%	2%	-1%	3%
Cc1ccc(S(=O)(=O)Nc2ccc3c(c2)CC(=O)N([C@H](C)CO)C[C@@H](C)[C@H](CN(C)Cc2ccc(-c4ccccc4)cc2)O3)cc1	-2%	-5%	.	.	.	-75%	.	.	.	?
COc1ccc(N2C(=O)/C(=C/c3ccc(C)o3)C(=O)NC2=S)cc1	5%	0%	-14%	9%	0%	-17%	?	0%	-4%	-12%
CCN(CC)c1ccc(CNc2nc3ccccc3n2C)cc1	4%	3%	-1%	-8%	11%	71%	?	14%	-2%	0%
CN(Cc1ccccc1)Cc1ccccc1OC(=O)N(C)C	-5%	1%	1.4µM*	-1%	3%	1%	-1%	-2%	-1%	-1%
O=c1[nH]c(=S)n(Cc2ccc(F)cc2)c(O)c1/C=N/N1CCCCC1	-4%	0%	11µM*	?	1%	.	-2%	0%	?	4%
CC(=NCc1ccco1)c1c(O)n(-c2ccc(C)cc2)c(=O)[nH]c1=O	-2%	1%	28%	.	-1%	-3%	4%	0%	-1%	9%
COC(=O)c1cn(C(=O)c2cccc3ccccc23)c2ccccc12	0%	-1%	26%	1%	-20%	-20%	0%	-23%	-2%	?
CC(=NCc1ccc2c(c1)OCO2)c1c(O)n(-c2ccc(C)cc2)c(=O)[nH]c1=O	1%	1%	19%	-7%	-3%	15%	5%	-6%	-8%	-5%
CCN(CCNc1ccc([N+](=O)[O-])c2cccnc12)S(=O)(=O)c1ccccc1	-2%	0%	12%	14%	-4%	-25%	-2%	8%	-6%	-1%
Cn1c(O)c(/C=N/Nc2ccccc2)c(=O)n(C)c1=O	2%	10%	-34%	?	-2%	-32%	1%	1%	7%	3%
CC12CCCCC1N(O)CN2O (centres undefined)	10%	1%	-13%[10 µM]	0%	-1%	-14%	-1%	4%	3%	3%
CCCNC(=O)N1[C@H]2CC[C@@H]1C(C(=O)OC)=C(c1ccc(-c3ccccc3)c(F)c1)C2	1%	-1%	.	.	-19%	-40%	0%	-7%	.	?
CC#CP(=O)(OCC)C(O)(c1ccccc1)C(F)(F)F (centres undefined)	-1%	0%	-2%	-2%	1%	-18%	3%	0%	9%	4%
CCC(=NCc1cccnc1)c1c(O)n(C2CCCCC2)c(=O)[nH]c1=O	-11%	1%	-14%	5%	-3%	-19%	-3%	1%	-13%	-3%
CCCCCn1c(=O)c(C(=O)NCc2ccccc2Cl)c(O)c2ccccc21	7%	-5%	1%[1.91 µM]	-2%	3%	-10%	-2%	-3%	?	10%
Cc1nc2ccc(Cl)cn2c1P(=S)(N1CCOCC1)N1CCOCC1	-2%	-6%	0%	-5%	-2%	-11%	3%	0%	-8%	2%
O=C1NC(=O)N(Cc2ccccc2)C(=O)/C1=C/C=C/c1ccco1	-17%	-11%	?	5%	-4%	-86%[inhibitor]	-20%	0%	13µM*	?
CCCCc1ccc(C(=O)O)nc1	-2%	-14%	7.1µM*	.	0%[46.1 µM]	2%	-3%	7%[46.1 µM]	8.9µM*	22%
CNC(C)Cc1ccccc1Sc1ccc(O)cc1 (centres undefined)	0%	-5%	19%	-14%	-6%	-23%	3%	0%	5%	-5%
Cc1ccc(C)c(NC(=O)CSc2nnc([C@@H](N)Cc3c[nH]c4ccccc34)o2)c1	-4%	-2%	-3%	-1%	3%	0%	5%	-1%	-7%	.
Cn1c(O)c(C=NCCc2c[nH]c3ccccc23)c(=O)n(C)c1=O	3%	-2%	31%	-9%	0%	-24%	-2%	-2%	-1%	2%
O=C(NCC(c1cccnc1)N1CCN(c2ccc(F)cc2)CC1)Oc1ccccc1 (centres undefined)	1%	-2%	29%	4%	-1%	11%	-4%	-1%	-11%	-1%
C=CC[N+]1(C)C2CCC1CC(O)C2 (centres undefined)	17%	0%	-11%	2%	3%	-1%	2%	-2%	-4%	-5%
O=C(CSc1ccccc1)N1CCC2(CC1)OCCO2	?	10µM*	?	-4%	?	109%	?	?	-2%	.
C[C@]12CC[C@@H](O)CC1=CCC1C2CC[C@@]2(C)C1C[C@@H](F)[C@@H]2O (some centres undefined)	4%	-4%	.	.	.	10%	.	.	.	-3%
